ADAM17 inh = inhibitors of human ADAM17; P78536; recombinant ADAM17, EDANS/DABCYL FRET peptide cleavage; inhibition, % at 6.95 µM; 370,000 tested, 0.83% active;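 active = inhibition above the mean of compounds lying between control limits plus 3 SD, set per campaign, cut at about 8.5% in these data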;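 also: 0% = DMSO-only wells as the low control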
SIAE inh = human SIAE inhibition, primary screen; 370,000 tested, 0.69% active; SIAE FP-Rh probe binding, fluorescence polarization; AID 1053197; inhibition, % at 9.66 µM;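 active = inhibition above a cutoff: mean of compounds within the control limits plus 3 SD of those, cut at about 17% in these data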;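 also: 0% = plate median of compound wells and 100% = probe without SIAE protein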
ASAP1 inh = blocks human ASAP1-stimulated Arf1 GTP hydrolysis | Q9ULH1 | GDP FP detection | AID 624377 | inhibition, % at 16.5 µM | 360,000 tested, 0.19% active; in the data active = inhibition above about 25%;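 also: 0% = vehicle with enzyme and substrate and 100% = no enzyme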
PLCb3 inh = inhibitors of human phospholipase C beta3; AID 720704; Purified PLC-beta3, fluorogenic substrate, fluorescence; Q01970; 370,000 tested, 0.18% active; inhibition, % at 12.2 µM; in the data active = inhibition above about 11%;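 also: 0% = median of compound wells on plate and 100% = full blocker control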
Target sequence (Q01970 whole entry, looked up): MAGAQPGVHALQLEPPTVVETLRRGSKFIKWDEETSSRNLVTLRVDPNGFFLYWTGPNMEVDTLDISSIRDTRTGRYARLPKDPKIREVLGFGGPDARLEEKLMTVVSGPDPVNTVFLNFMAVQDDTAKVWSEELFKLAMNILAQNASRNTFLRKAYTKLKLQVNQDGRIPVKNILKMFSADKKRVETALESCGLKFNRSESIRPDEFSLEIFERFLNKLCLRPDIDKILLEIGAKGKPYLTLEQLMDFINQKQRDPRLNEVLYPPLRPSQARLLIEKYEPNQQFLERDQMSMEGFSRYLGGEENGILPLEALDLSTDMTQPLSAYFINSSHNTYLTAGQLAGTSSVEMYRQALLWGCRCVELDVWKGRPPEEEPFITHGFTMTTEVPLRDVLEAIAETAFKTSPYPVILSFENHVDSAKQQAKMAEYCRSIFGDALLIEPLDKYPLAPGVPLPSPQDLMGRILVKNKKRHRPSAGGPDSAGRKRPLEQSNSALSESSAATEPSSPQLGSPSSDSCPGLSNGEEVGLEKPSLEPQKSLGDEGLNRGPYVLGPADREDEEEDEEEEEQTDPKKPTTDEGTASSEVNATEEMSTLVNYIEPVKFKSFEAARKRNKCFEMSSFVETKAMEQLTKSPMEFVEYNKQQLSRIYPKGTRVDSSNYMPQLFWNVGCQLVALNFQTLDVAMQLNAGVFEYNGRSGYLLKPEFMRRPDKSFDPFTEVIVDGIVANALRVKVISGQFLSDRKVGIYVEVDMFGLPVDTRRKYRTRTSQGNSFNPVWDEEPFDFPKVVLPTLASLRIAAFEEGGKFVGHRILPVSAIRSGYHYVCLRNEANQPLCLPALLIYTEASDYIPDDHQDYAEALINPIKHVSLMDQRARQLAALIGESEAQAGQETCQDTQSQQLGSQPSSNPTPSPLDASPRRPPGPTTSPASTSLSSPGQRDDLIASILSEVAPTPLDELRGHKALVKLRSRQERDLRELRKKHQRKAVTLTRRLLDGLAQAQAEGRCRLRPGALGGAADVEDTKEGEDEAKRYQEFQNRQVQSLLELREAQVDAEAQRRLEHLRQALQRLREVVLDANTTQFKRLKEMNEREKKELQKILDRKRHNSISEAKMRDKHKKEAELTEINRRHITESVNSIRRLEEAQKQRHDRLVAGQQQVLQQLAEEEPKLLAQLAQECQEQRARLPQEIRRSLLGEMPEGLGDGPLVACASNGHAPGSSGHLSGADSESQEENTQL
PLCg1 inh = inhibitors of human phospholipase C gamma1; P19174; purified PLC-gamma1, fluorogenic substrate, fluorescence; inhibition, % at 12.2 µM; 370,000 tested, 0.84% active; AID 720700; in the data active = inhibition above about 9.5%
ARFGAP1 inhibitor = inhibitors of rat ARFGAP1; 360,000 tested, 0.26% active; AID 651572; inhibition, % at 16.5 µM; Arfgap1-stimulated ARF1 GTP hydrolysis, GDP FP detection; Q62848;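 active = inhibition above a per-plate limit, mean inhibition of low control wells plus 3 SD, cut at about 25% in these data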;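 also: 0% = DMSO wells with enzyme and 100% = wells lacking Arfgap1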
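Material: rat Arfgap1 catalytic domain, aa 1-136; also added: human ARF1(Δ1-17)-GTP substrate; compound dosing: one concentration, 16.5 µM, DMSO 1.26%; incubation: GTP hydrolysis reaction 2 h at 25 °C; measured by: Tracer-displacement fluorescence polarization with EDTA stop, 620/688 nm; evaluation: % inhibition from polarization; repeats: one replicate per compound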
TDP2 inh = TDP2 (human) inhibition, absorbance primary screen; AID 720702; recombinant TDP2, T5PNP hydrolysis, p-nitrophenol absorbance 415 nm; O95551; 370,000 tested, 0.34% active; inhibition, % at 12.8 µM;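 active = inhibition above the mean of all tested compounds plus 3 SD, set per campaign, cut at about 25% in these data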;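 also: 0% = DMSO with enzyme and 100% = buffer with substrate but no TDP2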
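System – recombinant human TDP2 · Quantity – TDP2 enzyme at 120 nM final · Doses – single concentration, 12.8 µM nominal, with 1% DMSO · Incubation – 2 h at 37 °C · Measured by – epi absorbance of p-nitrophenol freed from T5PNP by hydrolysis · Read-out – % inhibition relative to enzyme-containing and enzyme-free wells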
Tn7 DDE FP = disrupts Tn7 cyclic peptide binding to fibrin D-Dimer-E complex; P02675; FP displacement of FITC-Tn7 peptide from fibrin DD(E); 0% = median of compound wells per plate; inhibition, % at 8.3 µM; 370,000 tested, 0.13% active; AID 720508;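 active = inhibition above the mean of compounds falling within the control limits plus 3 SD of them, cut at about 14% in these data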;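 also: 0% = plate median of compound wells and 100% = 10 µM Aha-Tn7 peptide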
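Assay system: human fibrin DD(E). Input: DD(E) 2 µM final. Medium: Tris buffer with calcium and detergent, pH 7.8. Compound dosing: single point at 8.3 µM. Timing: 10 min plus 3 h, room temperature. Technique: fluorescence polarization of the labelled Tn7 tracer. Read-out: percent inhibition. Replicates: singlicate testing.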
DDE Tn6 FP inh = DD(E)-Tn6 binding inhibition, primary FP screen | 370,000 tested, 0.21% active | P02675 | AID 720509 | Fibrin DD(E) TRITC-Tn6 fluorescence polarization displacement | inhibition, % at 8.3 µM;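 active = inhibition above a per-campaign cutoff: mean of compounds within control limits plus 3 SD, cut at about 15% in these data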;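 also: 0% = median of all compound wells on the plate and 100% = blocking peptide control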
ADAM10 inh = ADAM10 inhibition, QFRET primary screen. recombinant ADAM10, EDANS/DABCYL FRET peptide cleavage, 3 h. inhibition, % at 7 µM. 370,000 tested, 0.62% active;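 active = inhibition above a per-campaign cutoff equal to the mean of compounds falling between control-based bounds plus 3 SD, cut at about 20% in these data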;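 also: 0% = DMSO wells while the 100% control is not disclosed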
Numbers without * were called inactive.

Results for CCCC(NC(=O)COc1cc2c(c3oc(=O)cc(C)c13)CCC(C)(C)O2)C(=O)O (stereo not given) ?
ADAM17 inh: -164; SIAE inh: 6; ASAP1 inh: 0; PLCb3 inh: -231; PLCg1 inh: -149; ARFGAP1 inhibitor: -3; TDP2 inh: -1; Tn7 DDE FP: -6; DDE Tn6 FP inh: 5; ADAM10 inh: -431

How did COCCNc1c2c(nc3ccccc13)CCC2 do in these assays?
ADAM17 inh: 1; SIAE inh: 5; ASAP1 inh: -2; PLCb3 inh: -5; PLCg1 inh: -1; ARFGAP1 inhibitor: 6; TDP2 inh: 2; Tn7 DDE FP: -4; DDE Tn6 FP inh: 3; ADAM10 inh: 2

Results for CCOC(=O)CSc1nnc(-c2cc(OC)c(OC)c(OC)c2)o1 ?
ADAM17 inh: -4; SIAE inh: -8; ASAP1 inh: -5; PLCb3 inh: -8; PLCg1 inh: -1; ARFGAP1 inhibitor: 0; TDP2 inh: 3; Tn7 DDE FP: -3; DDE Tn6 FP inh: 6; ADAM10 inh: -3

How did COc1ccccc1CNCCS(=O)(=O)NCc1ccccc1 do in these assays?
ADAM17 inh: -2; SIAE inh: 5; ASAP1 inh: 10; PLCb3 inh: -2; PLCg1 inh: -1; ARFGAP1 inhibitor: -5; TDP2 inh: 6; Tn7 DDE FP: -2; DDE Tn6 FP inh: -4; ADAM10 inh: -19

How did O=C1NC(Cc2ccc(O)cc2)c2nc3ccccc3c(=O)n2-c2ccccc21 (stereo not given) do in these assays?
ADAM17 inh: 3; SIAE inh: 4; ASAP1 inh: -5; PLCb3 inh: 5; PLCg1 inh: 3; ARFGAP1 inhibitor: -5; TDP2 inh: -7; Tn7 DDE FP: 3; DDE Tn6 FP inh: -4; ADAM10 inh: 9

What do the screens show for `C=CCNC(=O)COC(=O)CCC(=O)c1cccs1`?
ADAM17 inh: -4; SIAE inh: -1; ASAP1 inh: -8; PLCb3 inh: -6; PLCg1 inh: 1; ARFGAP1 inhibitor: -4; TDP2 inh: 10; Tn7 DDE FP: -1; DDE Tn6 FP inh: -4; ADAM10 inh: -9

What do the screens show for `Cc1ccc(S(=O)(=O)N/N=C/c2ccccc2O)cc1`?
ADAM17 inh: -5; SIAE inh: 4; ASAP1 inh: -7; PLCb3 inh: -7; PLCg1 inh: -2; ARFGAP1 inhibitor: 0; TDP2 inh: 2; Tn7 DDE FP: 1; DDE Tn6 FP inh: -7; ADAM10 inh: -5

Results for CC(C)CCNC(=O)Cn1c(=O)oc2cc(S(=O)(=O)N3CCc4ccccc43)ccc21 ?
ADAM17 inh: 5; SIAE inh: -10; ASAP1 inh: 11; PLCb3 inh: 12*; PLCg1 inh: 4; ARFGAP1 inhibitor: 0; TDP2 inh: -17; Tn7 DDE FP: 2; DDE Tn6 FP inh: -6; ADAM10 inh: 13

What do the screens show for `COc1cccc(CNC(=O)Cn2cc3c(n2)CCCC3)c1`?
ADAM17 inh: -4; SIAE inh: -6; ASAP1 inh: 12; PLCb3 inh: 0; PLCg1 inh: 1; ARFGAP1 inhibitor: -10; TDP2 inh: -1; Tn7 DDE FP: 6; DDE Tn6 FP inh: 6; ADAM10 inh: -9

Results for COc1ccc(F)cc1-c1cc(NC(C)=O)c2ncc(-c3cc(OC)c(OC)c(OC)c3)n2c1 ?
ADAM17 inh: -7; SIAE inh: 4; ASAP1 inh: -9; PLCb3 inh: -37; PLCg1 inh: -35; ARFGAP1 inhibitor: 0; TDP2 inh: 7; Tn7 DDE FP: 0; DDE Tn6 FP inh: -6; ADAM10 inh: -21

Overlap with the part before: two entries, followed by the next part.
What do the screens show for `COc1cccc(CNC(=O)Cn2cc3c(n2)CCCC3)c1`?
ADAM17 inh: -4; SIAE inh: -6; ASAP1 inh: 12; PLCb3 inh: 0; PLCg1 inh: 1; ARFGAP1 inhibitor: -10; TDP2 inh: -1; Tn7 DDE FP: 6; DDE Tn6 FP inh: 6; ADAM10 inh: -9

Results for COc1ccc(F)cc1-c1cc(NC(C)=O)c2ncc(-c3cc(OC)c(OC)c(OC)c3)n2c1 ?
ADAM17 inh: -7; SIAE inh: 4; ASAP1 inh: -9; PLCb3 inh: -37; PLCg1 inh: -35; ARFGAP1 inhibitor: 0; TDP2 inh: 7; Tn7 DDE FP: 0; DDE Tn6 FP inh: -6; ADAM10 inh: -21

Results for Cc1c(C(=O)Oc2cccc3ccccc23)cnn1-c1ccccc1 ?
ADAM17 inh: 1; SIAE inh: 7; ASAP1 inh: -1; PLCb3 inh: 3; PLCg1 inh: 2; ARFGAP1 inhibitor: -6; TDP2 inh: 5; Tn7 DDE FP: 2; DDE Tn6 FP inh: -4; ADAM10 inh: 5

What do the screens show for `Cc1ccc(CCN2CC(C(=O)NCCCN3CCCCCC3)CC2=O)cc1` (stereo not given)?
ADAM17 inh: -2; SIAE inh: -2; ASAP1 inh: -4; PLCb3 inh: 2; PLCg1 inh: -2; ARFGAP1 inhibitor: 17; TDP2 inh: 1; Tn7 DDE FP: 0; DDE Tn6 FP inh: 5; ADAM10 inh: -1

How did CS(=O)(=O)c1ccc(-c2nnc(NC(=O)c3cccc(N4C(=O)CCC4=O)c3)o2)cc1 do in these assays?
ADAM17 inh: -1; SIAE inh: -2; ASAP1 inh: 24; PLCb3 inh: 4; PLCg1 inh: -5; ARFGAP1 inhibitor: 4; TDP2 inh: 3; Tn7 DDE FP: 12; DDE Tn6 FP inh: -1; ADAM10 inh: -14

Results for O=C1CC(N2CCN(c3ccccc3F)CC2)C(=O)N1c1ccc(F)cc1 (stereo not given) ?
ADAM17 inh: 2; SIAE inh: 3; ASAP1 inh: 4; PLCb3 inh: 2; PLCg1 inh: 3; ARFGAP1 inhibitor: 8; TDP2 inh: 9; Tn7 DDE FP: -4; DDE Tn6 FP inh: 1; ADAM10 inh: 6

How did COc1ccc2cc(C(=O)NC3CCCCC3)c(=O)oc2c1 do in these assays?
ADAM17 inh: -46; SIAE inh: -2; ASAP1 inh: -4; PLCb3 inh: -14; PLCg1 inh: -10; ARFGAP1 inhibitor: -12; TDP2 inh: 11; Tn7 DDE FP: 1; DDE Tn6 FP inh: 6; ADAM10 inh: -170

How did Cc1[nH]n(-c2ccccc2)c(=O)c1/C=N/NC(=O)c1cccc([N+](=O)[O-])c1 do in these assays?
ADAM17 inh: -2; SIAE inh: 20*; ASAP1 inh: 2; PLCb3 inh: 4; PLCg1 inh: 4; ARFGAP1 inhibitor: -9; TDP2 inh: -10; Tn7 DDE FP: 2; DDE Tn6 FP inh: -4; ADAM10 inh: -5

How did COC(=O)Cc1c(C(=O)OC)nnn1-c1ccc(OC(F)(F)F)cc1 do in these assays?
ADAM17 inh: 2; SIAE inh: 7; ASAP1 inh: 7; PLCb3 inh: 5; PLCg1 inh: -1; ARFGAP1 inhibitor: 6; TDP2 inh: -8; Tn7 DDE FP: -2; DDE Tn6 FP inh: 0; ADAM10 inh: 2

Results for Cc1ccccc1NC(=O)[C@@H]1CCCN1S(=O)(=O)c1cccc2cccnc12 ?
ADAM17 inh: -3; SIAE inh: -1; PLCb3 inh: 4; PLCg1 inh: 5; TDP2 inh: 0; Tn7 DDE FP: -6; DDE Tn6 FP inh: 0; ADAM10 inh: 2

How did CC(OC(=O)c1cccc([N+](=O)[O-])c1)C(=O)N1CCc2ccccc21 (stereo not given) do in these assays?
ADAM17 inh: 2; SIAE inh: -6; ASAP1 inh: 3; PLCb3 inh: -5; PLCg1 inh: 5; ARFGAP1 inhibitor: 0; TDP2 inh: -16; Tn7 DDE FP: -12; DDE Tn6 FP inh: 16*; ADAM10 inh: -6

How did CNC(=O)c1sccc1SCc1c(Cl)cccc1Cl do in these assays?
ADAM17 inh: 1; SIAE inh: 2; ASAP1 inh: -14; PLCb3 inh: 3; PLCg1 inh: 4; ARFGAP1 inhibitor: 6; TDP2 inh: 8; Tn7 DDE FP: 4; DDE Tn6 FP inh: 1; ADAM10 inh: 6

What do the screens show for `COc1ccc(F)cc1S(=O)(=O)N1CCC2(CC1)OCCN2S(=O)(=O)c1cccs1`?
ADAM17 inh: 1; SIAE inh: -2; ASAP1 inh: 6; PLCb3 inh: -4; PLCg1 inh: 0; ARFGAP1 inhibitor: -12; TDP2 inh: 1; Tn7 DDE FP: 4; DDE Tn6 FP inh: -2; ADAM10 inh: -7

What do the screens show for `N#CC(CC(=O)c1ccc(F)cc1)c1ccc2c(c1)OCO2` (stereo not given)?
ADAM17 inh: 0; SIAE inh: -2; ASAP1 inh: 1; PLCb3 inh: -3; PLCg1 inh: -3; ARFGAP1 inhibitor: -4; TDP2 inh: 2; Tn7 DDE FP: -4; DDE Tn6 FP inh: 6; ADAM10 inh: -1

What do the screens show for `COc1ccccc1NC(=O)CN1CCC(c2nc3ccccc3[nH]2)CC1`?
ADAM17 inh: -1; SIAE inh: 9; ASAP1 inh: 7; PLCb3 inh: -3; PLCg1 inh: 0; ARFGAP1 inhibitor: 2; TDP2 inh: 3; Tn7 DDE FP: 3; DDE Tn6 FP inh: 4; ADAM10 inh: -2

Results for O=C(Nc1ccc2oc(-c3ccncc3)nc2c1)c1ccccc1 ?
ADAM17 inh: -21; SIAE inh: 4; ASAP1 inh: 6; PLCb3 inh: -104; PLCg1 inh: -80; ARFGAP1 inhibitor: 3; TDP2 inh: 0; Tn7 DDE FP: 4; DDE Tn6 FP inh: -9; ADAM10 inh: -48

What do the screens show for `Cc1cccc(C(=O)N2CCN(Cc3nc4sc5c(c4c(=O)[nH]3)CCCC5)CC2)c1`?
ADAM17 inh: -3; SIAE inh: 1; ASAP1 inh: 6; PLCb3 inh: 0; PLCg1 inh: 6; ARFGAP1 inhibitor: -2; TDP2 inh: -19; Tn7 DDE FP: 3; DDE Tn6 FP inh: 0; ADAM10 inh: 4

What do the screens show for `Cc1cccc(C)c1NS(=O)(=O)c1c(C)[nH]c(=O)[nH]c1=O`?
ADAM17 inh: 1; SIAE inh: 11; ASAP1 inh: -2; PLCb3 inh: 5; PLCg1 inh: 5; ARFGAP1 inhibitor: 3; TDP2 inh: 0; Tn7 DDE FP: -6; DDE Tn6 FP inh: 0; ADAM10 inh: 6

How did COc1ccc(NC(=O)CCOc2ccccc2)c(OC)c1 do in these assays?
ADAM17 inh: 2; SIAE inh: 7; ASAP1 inh: -10; PLCb3 inh: 1; PLCg1 inh: 9; ARFGAP1 inhibitor: -4; TDP2 inh: -3; Tn7 DDE FP: 4; DDE Tn6 FP inh: -6; ADAM10 inh: 10

Assay outcomes: PubChem BioAssay, The Scripps Research Institute Molecular Screening Center
